Growth percent in the NCI-60 one-dose screen (48 h, 10 µM unless noted): 100 = growth as untreated, 0 = no growth, -100 = all killed.
HT29 = HT29 colon cancer. actives 7.4% (n = 81,000)
SW-620 = SW-620 colon cancer. actives 5.2% (n = 82,000). AID 1794795
SNB-75 = SNB-75 CNS cancer | AID 1794750 | actives 5% (n = 79,000)
SF-539 = SF-539 CNS cancer. AID 1794752. actives 6.8% (n = 81,000)
SNB-19 = SNB-19 CNS cancer cells. actives 2.5% (n = 81,000). AID 1794751
KM12 = KM12 colon cancer cells. actives 5% (n = 82,000)
DU-145 = DU-145 prostate cancer | actives 4.2% (n = 81,000)
PC-3 = PC-3 prostate cancer cells; AID 1794754; actives 3.9% (n = 80,000)
HCC-2998 = HCC-2998 colon cancer; actives 4.7% (n = 79,000); AID 1794799
* marks the source's active call; other numbers are inactive results; & = joins results of further samples. The calls were made as follows: active = growth percent below 10; inactive = the rest.

O=C(Cn1cc(C2(O)CCCCC2)nn1)Nc1nc2ccccc2s1 was read as HT29 106.2, SW-620 95.2, SNB-75 83.7, SF-539 95.6, SNB-19 100.9, KM12 102.7, DU-145 113.0, PC-3 92.3 and HCC-2998 104.7.
Screening Cc1ccc(/C=C/C2=NN(c3ccccc3)C(c3ccc(C)o3)C2)o1 (centres undefined) returned HT29 88.3, SW-620 104.5, SNB-75 76.6, SF-539 99.9, SNB-19 99.8, KM12 94.0, DU-145 105.7, PC-3 90.4 and HCC-2998 100.8.
N#Cc1cn(-c2cccnc2Cl)c(C(=O)c2ccc(F)cc2)c1N was read as HT29 106.8, SW-620 99.2, SNB-75 86.3, SF-539 96.7, SNB-19 97.6, KM12 110.1, DU-145 109.3, PC-3 101.8 and HCC-2998 103.6.
Screening CC1CCOS(=O)O1 (centres undefined) returned HT29 104.6&115.0, SW-620 101.4&103.3, SNB-75 84.9&92.8, SF-539 106.4&100.8, SNB-19 104.7&104.1, KM12 118.2&109.5, DU-145 121.3&118.1, PC-3 99.4&96.6 and HCC-2998 84.6&115.0.
Fc1ccc(/C=C/c2nc3ccccc3nc2N2CCN(c3ccccc3)CC2)cc1 was read as HT29 99.4, SW-620 78.6, SNB-75 91.8, SF-539 77.4, SNB-19 74.9, KM12 75.2, DU-145 74.2, PC-3 48.8 and HCC-2998 84.5.
Screening OC1C2CCC(C2)C1CN1CCOCC1 (centres undefined) returned HT29 111.3, SW-620 113.4, SNB-75 101.2, SF-539 95.8, SNB-19 103.8, KM12 111.7, DU-145 119.1, PC-3 96.8 and HCC-2998 104.8.
For O=S(=O)(Oc1ccc(/C=N/NC(=S)Nc2ccccc2)cc1)C(F)(F)C(F)(F)C(F)(F)C(F)(F)C(F)(F)C(F)(F)F the results were HT29 111.3, SW-620 105.7, SNB-75 105.2, SF-539 98.5, SNB-19 107.1, KM12 105.8, DU-145 114.6, PC-3 107.4 and HCC-2998 118.6.
Screening CCOC(=O)C1OC1c1ccccc1 (centres undefined) returned HT29 112.3, SW-620 107.4, SNB-75 92.0, SF-539 99.4, SNB-19 102.6, KM12 100.2, DU-145 106.6, PC-3 98.8 and HCC-2998 108.2.
Screening Oc1cccc(N=Cc2ccccc2O)c1 returned HT29 96.7, SW-620 105.1, SNB-75 92.2, SF-539 106.9, SNB-19 100.9, KM12 96.3, DU-145 107.0, PC-3 90.4 and HCC-2998 100.1.
Screening Cc1cc(C)c(C(=O)OC(C)CNC2CCCCC2)c(C)c1 (centres undefined) returned HT29 90.5, SW-620 100.1, SNB-75 92.1, SF-539 99.2, SNB-19 97.5, KM12 98.2, DU-145 105.9, PC-3 93.9 and HCC-2998 102.6.
CCCc1nc(N)nc(N)n1 was read as HT29 102.9, SW-620 106.1, SNB-75 74.2, SF-539 102.3, SNB-19 104.4, KM12 105.8, DU-145 115.4, PC-3 107.1 and HCC-2998 100.6.
Screening CC(=O)OC1CC2CCC3C(CCC4(C)C3CC([N+]3(C)CCCCC3)C4OC(C)=O)C2(C)CC1[N+]1(C)CCCCC1 (centres undefined) returned HT29 107.0, SW-620 108.2, SNB-75 124.1, SF-539 99.7, SNB-19 108.3, KM12 103.9, DU-145 120.5, PC-3 98.3 and HCC-2998 106.6.
`O=C(O)CCCSc1nc(-c2ccccc2)cc(-c2ccc(Cl)cc2)n1` gave HT29 107.4, SW-620 112.9, SNB-75 104.3, SF-539 107.6, SNB-19 98.6, KM12 101.6, DU-145 104.4, PC-3 95.2 and HCC-2998 107.9.
O=C(/C=C/c1cccc(Cl)c1)c1ccccc1 was read as HT29 32.4&95.2, SW-620 39.4&52.8, SNB-75 95.2&103.5, SF-539 97.9&104.7, SNB-19 76.4&89.3, KM12 30.8&63.2, DU-145 87.6&101.0, PC-3 88.8&96.0 and HCC-2998 92.5.
O=c1oc2c(O)cccc2c2ccccc12 was read as HT29 105.0, SW-620 98.2, SNB-75 93.2, SF-539 94.3, SNB-19 93.8, KM12 96.9, DU-145 105.4, PC-3 89.6 and HCC-2998 102.9.
For Cc1nc2c(=O)nc3s/c(=C\c4ccco4)c(=O)n3c2nc1C the results were HT29 100.2, SW-620 111.5, SNB-75 85.4, SF-539 90.3, SNB-19 96.8, KM12 105.0, DU-145 102.9, PC-3 97.6 and HCC-2998 97.2.
Screening O=C1/C(=C/c2ccc([N+](=O)[O-])o2)Oc2ccc(Cl)cc21 returned HT29 -15.3*, SW-620 -78.7*, SNB-75 66.5, SF-539 -25.6*, SNB-19 91.9, DU-145 35.7 and PC-3 -5.5*.
Screening CC(=O)c1cc(C)ccc1O returned HT29 88.4, SW-620 99.0, SNB-75 98.7, SF-539 99.1, SNB-19 109.2, KM12 101.1, DU-145 103.1, PC-3 83.6 and HCC-2998 107.2.
C=CC/C=C(\C#N)CC=C was read as HT29 102.1, SW-620 95.0, SF-539 98.6, SNB-19 94.0, KM12 119.5, DU-145 114.5, PC-3 94.5 and HCC-2998 105.9.
For CCOC(=O)N(Cc1ccc(C(C)C)cc1)c1nc2ccc(OCC)cc2s1 the results were HT29 94.4, SW-620 95.3, SNB-75 94.4, SF-539 99.3, SNB-19 99.4, KM12 99.4, DU-145 108.5, PC-3 93.2 and HCC-2998 108.6.
C[C@H]1[C@H](C)CC[C@]2(CO)CC[C@]3(C)C(=CC[C@@H]4[C@@]5(C)CCCNC(C)(C)[C@@H]5CC[C@]43C)[C@H]12 was read as HT29 -75.4*, SW-620 -69.6*, SNB-75 9.2*, SF-539 -36.5*, SNB-19 -64.9*, KM12 0.1*, DU-145 -17.4*, PC-3 -43.2* and HCC-2998 -38.7*.
Screening O=[N+]([O-])c1ncccc1O returned HT29 101.4, SW-620 99.5, SNB-75 89.4, SF-539 104.5, SNB-19 96.0, KM12 103.7, DU-145 108.6, PC-3 98.8 and HCC-2998 106.5.
`CC(CN(C)C)Oc1ccc(OC(C)CN(C)C)c2c1C(=O)c1ccccc1C2=O` (centres undefined) gave HT29 20.8, SW-620 27.9, SNB-75 54.9, SF-539 51.0, SNB-19 37.2, KM12 51.1, DU-145 46.1, PC-3 38.3 and HCC-2998 57.4.
Screening CCC(C)c1c(NS(=O)(=O)c2ccc(C)cc2)o[nH]c1=O (centres undefined) returned HT29 103.3, SW-620 104.0, SNB-75 76.6, SF-539 80.6, SNB-19 108.2, KM12 104.4, DU-145 110.2, PC-3 101.6 and HCC-2998 101.8.
For CC1(C)c2ccccc2C(C)(C(Cl)(Cl)Cl)c2ccc(Cl)cc21 (centres undefined) the results were HT29 80.8, SW-620 94.6, SNB-75 72.9, SF-539 89.8, SNB-19 100.2, KM12 91.5, DU-145 99.1, PC-3 77.0 and HCC-2998 121.4.
Screening O=C1CCCCC1(O)Cc1ccc2c(c1)OCO2 (centres undefined) returned HT29 101.8, SW-620 107.1, SNB-75 92.3, SF-539 99.2, SNB-19 102.2, KM12 95.7, DU-145 105.6, PC-3 94.3 and HCC-2998 103.5.
For COc1ccc(CC(O)CO)cc1OCc1ccccc1 (centres undefined) the results were HT29 111.0, SW-620 110.7, SNB-75 95.0, SF-539 103.1, SNB-19 96.0, KM12 98.5, DU-145 108.5, PC-3 100.1 and HCC-2998 106.5.
`CC(C)CC1CCCC12NC(=O)NC2=O` (centres undefined) gave HT29 93.5, SW-620 111.9, SNB-75 86.4, SF-539 97.8, SNB-19 102.8, KM12 112.9, DU-145 119.0, PC-3 92.6 and HCC-2998 115.2.
For NNc1ccccc1C(=O)O the results were HT29 105.2, SW-620 100.8, SNB-75 89.4, SF-539 101.5, SNB-19 112.5, KM12 108.2, DU-145 121.1 and PC-3 99.1.
Screening C=CCn1c2c(c3ccccc31)CC1CN(C3CCCCC3)C(=O)C1C2C(=O)O (centres undefined) returned HT29 108.7, SW-620 101.6, SNB-75 68.1, SF-539 95.7, SNB-19 94.1, KM12 99.8, DU-145 100.3, PC-3 95.2 and HCC-2998 105.8.
Screening CCOCCOC(=O)c1ccccc1OCc1ccccc1 returned HT29 92.2, SW-620 95.8, SNB-75 98.3, SF-539 107.0, SNB-19 102.9, KM12 101.5, DU-145 101.8, PC-3 93.1 and HCC-2998 108.1.
COc1ccc2c(c1)OS(=O)(=O)NC2c1nnc(-c2ccccc2)o1 (centres undefined) was read as HT29 107.7, SW-620 97.7, SNB-75 77.3, SF-539 91.4, SNB-19 102.2, KM12 110.3, DU-145 116.1, PC-3 103.8 and HCC-2998 99.1.
Screening Cc1ccc(C(=O)Nc2ccc(-n3c(C)nc4c(cnn4-c4ccccc4)c3=O)cc2)cc1 returned HT29 71.2, SW-620 86.2, SNB-75 82.8, SF-539 81.4, SNB-19 82.1, KM12 77.5, DU-145 84.9, PC-3 71.6 and HCC-2998 88.4.
`CN(C)CCN=C1NC2C(N1)N(C)C(=O)N2C` (centres undefined) gave HT29 94.5, SW-620 96.4, SNB-75 81.5, SF-539 90.8, SNB-19 87.1, KM12 100.1, DU-145 110.3, PC-3 90.8 and HCC-2998 101.2.
Screening CCOc1cc(/C=N/NC(=O)CC#N)ccc1O returned HT29 101.2, SW-620 98.2, SNB-75 80.6, SF-539 92.5, SNB-19 100.2, KM12 90.3, DU-145 102.3, PC-3 92.3 and HCC-2998 91.6.
For COc1cc(CNC(=O)C2CSC3c4ccccc4C(=O)N23)cc(OC)c1OC (centres undefined) the results were HT29 103.8, SW-620 104.1, SNB-75 86.6, SF-539 89.9, SNB-19 92.6, KM12 103.4, DU-145 113.4, PC-3 87.9 and HCC-2998 113.6.
`Cc1csc[n+]1CC(=O)c1ccc2ccccc2c1` gave HT29 106.8, SW-620 105.9, SNB-75 86.9, SF-539 97.2, SNB-19 101.6, KM12 98.6, DU-145 105.7, PC-3 89.8 and HCC-2998 102.9.
COc1cc(NC2CCC(=O)N2c2ccc(Cl)cc2Cl)cc(OC)c1OC (centres undefined) was read as HT29 107.2, SW-620 96.8, SNB-75 86.5, SF-539 100.6, SNB-19 101.4, KM12 97.7, DU-145 103.2, PC-3 95.9 and HCC-2998 95.7.
Screening COc1cc2c(c(OC)c1OC)C1(CCCO1)c1cccc(OC)c1-2 (centres undefined) returned HT29 108.4, SW-620 103.7, SNB-75 80.9, SF-539 101.3, SNB-19 104.8, KM12 103.3, DU-145 107.0, PC-3 97.0 and HCC-2998 103.2.
Screening CCOC(=O)C1=C(N)N(c2ccccc2)C2=C(C(=O)CC(C)(C)C2)C1c1ccc(Cl)cc1Cl (centres undefined) returned HT29 35.0, SNB-75 41.2, SF-539 33.3, SNB-19 28.1, KM12 18.7, DU-145 46.0, PC-3 10.0* and HCC-2998 37.5.
For Cc1ccc(-c2ccc(/C=C(\C#N)c3nc(-c4ccco4)cs3)o2)cc1 the results were HT29 101.5, SW-620 99.8, SNB-75 84.9, SF-539 103.1, SNB-19 99.6, KM12 61.2, DU-145 108.1, PC-3 100.3 and HCC-2998 54.8.
`O=C1c2ccccc2C(=O)c2c(Cl)cccc21` gave HT29 102.6, SW-620 96.7, SNB-75 107.1, SF-539 96.4, SNB-19 102.7, KM12 93.7, DU-145 100.3, PC-3 92.7 and HCC-2998 89.9.
For Clc1ccc(Cc2nnc3sc(-c4ccncc4)nn23)cc1 the results were HT29 111.2, SW-620 100.6, SNB-75 104.3, SF-539 91.1, SNB-19 98.3, KM12 107.7, DU-145 103.4, PC-3 103.6 and HCC-2998 115.4.
Screening O=C1NC(=O)/C(=C/c2ccc(O)cc2)N1 returned HT29 102.5, SW-620 93.6, SNB-75 88.9, SF-539 99.4, SNB-19 94.8, KM12 88.8, DU-145 99.3, PC-3 87.1 and HCC-2998 109.3.
For CCOC(=O)C1=C(C)NC(=S)NC1c1ccccc1 (centres undefined) the results were HT29 110.3, SW-620 97.3, SNB-75 82.6, SF-539 97.2, SNB-19 103.6, KM12 100.8, DU-145 109.1, PC-3 115.2 and HCC-2998 109.9.

An excerpt from above in order of heavy-atom count, lowest first.
`O=C1c2ccccc2C(=O)c2c(Cl)cccc21` gave HT29 102.6, SW-620 96.7, SNB-75 107.1, SF-539 96.4, SNB-19 102.7, KM12 93.7, DU-145 100.3, PC-3 92.7 and HCC-2998 89.9.
For CCOC(=O)C1=C(C)NC(=S)NC1c1ccccc1 (centres undefined) the results were HT29 110.3, SW-620 97.3, SNB-75 82.6, SF-539 97.2, SNB-19 103.6, KM12 100.8, DU-145 109.1, PC-3 115.2 and HCC-2998 109.9.
For Clc1ccc(Cc2nnc3sc(-c4ccncc4)nn23)cc1 the results were HT29 111.2, SW-620 100.6, SNB-75 104.3, SF-539 91.1, SNB-19 98.3, KM12 107.7, DU-145 103.4, PC-3 103.6 and HCC-2998 115.4.
Screening COc1cc2c(c(OC)c1OC)C1(CCCO1)c1cccc(OC)c1-2 (centres undefined) returned HT29 108.4, SW-620 103.7, SNB-75 80.9, SF-539 101.3, SNB-19 104.8, KM12 103.3, DU-145 107.0, PC-3 97.0 and HCC-2998 103.2.

Structures shown so far that contain a nitro group on carbon (2):
Screening O=C1/C(=C/c2ccc([N+](=O)[O-])o2)Oc2ccc(Cl)cc21 returned HT29 -15.3*, SW-620 -78.7*, SNB-75 66.5, SF-539 -25.6*, SNB-19 91.9, DU-145 35.7 and PC-3 -5.5*.
Screening O=[N+]([O-])c1ncccc1O returned HT29 101.4, SW-620 99.5, SNB-75 89.4, SF-539 104.5, SNB-19 96.0, KM12 103.7, DU-145 108.6, PC-3 98.8 and HCC-2998 106.5.

Assay outcomes: PubChem, NCI
